# Screens as filed in PubChem BioAssay.
# NPYLR7 ag – activates Aedes aegypti NPYLR7 receptor. HEK293T NPYLR7/Galpha15, GCaMP6s calcium fluorescence. activation, % at 10 µM. 270,000 compounds, 0.15% hits; in the data active = activation above about 40%;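 note: 0% = vehicle and 100% = reference agonist at the receptor; some compounds past the cut are filed as inactive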
# mcGAS inh – inhibitors of mouse cGAS; Q8C6L5; recombinant cGAS, Kinase-Glo ATP depletion luminescence; inhibition, % at 12.5 µM; 160,000 compounds, 0.15% hits; AID 1259399;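 note: 0% = negative control wells and 100% = reference inhibitor with no enzyme activity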
# hcGAS lum – inhibitors of human cGAS; Q8N884; recombinant h-cGAS, ATP depletion, Kinase-Glo luminescence; inhibition, % at 12.5 µM; 290,000 compounds, 0.081% hits; AID 1259398;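 note: 0% = vehicle reaction and 100% = reaction without DNA for no activity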
# Target sequence (Q8N884 whole entry, looked up): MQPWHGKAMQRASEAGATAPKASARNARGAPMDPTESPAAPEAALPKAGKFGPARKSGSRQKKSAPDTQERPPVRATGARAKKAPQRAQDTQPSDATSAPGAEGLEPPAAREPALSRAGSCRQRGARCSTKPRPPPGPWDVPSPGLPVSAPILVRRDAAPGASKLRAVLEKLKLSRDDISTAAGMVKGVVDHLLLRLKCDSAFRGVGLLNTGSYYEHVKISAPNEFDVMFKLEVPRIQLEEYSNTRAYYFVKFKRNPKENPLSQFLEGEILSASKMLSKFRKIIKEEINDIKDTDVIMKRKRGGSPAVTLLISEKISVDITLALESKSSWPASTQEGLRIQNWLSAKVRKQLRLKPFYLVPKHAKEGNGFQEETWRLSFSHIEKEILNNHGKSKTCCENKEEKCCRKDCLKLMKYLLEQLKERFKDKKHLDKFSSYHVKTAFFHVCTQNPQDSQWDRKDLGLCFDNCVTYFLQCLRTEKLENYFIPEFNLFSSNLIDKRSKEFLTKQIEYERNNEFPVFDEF
# An asterisk follows results filed as active; nt = not tested or not shown; & = joins results of further samples. Cut-off read from the data, not from the text of the source, unless noted: active = inhibition above about 40%; inactive = the rest.
smiles | NPYLR7 ag | mcGAS inh | hcGAS lum
CC(C)C(NC1CCCCC1C)C(=O)NC(N)=O (stereo unspecified) | -5.9 | -16.7 | -5.2
CCCCCc1ccc(C(=O)Nc2ccc(N3CCC(C)CC3)c(C(=O)NCCN(CC)CC)c2)cc1 | -3.7 | -5.3 | -17.6
Cc1cc(C(=O)NCc2cccnc2N2CCCC(O)C2)nn1C (stereo unspecified) | 5.6 | nt | -6.3
CCc1nc(CC#N)nc(N2CCN(C(=O)C3CC3)CC2)c1Cc1cccc(C)c1 | nt | -10.0 | -3.4
O=c1c(N=Nc2ccc(O)cc2)c(-c2ccccc2)[nH]n1-c1ccc([N+](=O)[O-])cc1 | 19.9 | -7.7 | -5.2
Cn1ncc(Oc2ccc(F)cc2)c(Nc2ccc(C(=O)NCCc3ccccn3)cc2)c1=O | -9.0 | -3.0 | -6.7
CCc1nnsc1C(=O)Nc1ccc(N2CCCC2=O)cc1 | 10.9 | -7.4 | -14.9
CCc1nc2ccc(C(=O)Nc3cccc(NS(C)(=O)=O)c3)cn2c1N(C)Cc1ccc(Cl)cc1 | 7.9 | -2.0 | -1.9
CCc1c(C)nc(-n2nc(C)cc2C)n(CC(=O)Nc2ccc(Br)cc2)c1=O | 1.5 | -9.0 | -5.1
COC(=O)Cn1c(=O)c2c(nc3n2CCCN3c2ccc(C)c(Cl)c2)n(C)c1=O | 0.7 | nt | -8.5
COC(=O)N1CCC(NC(=O)c2cc3cccc(Cl)c3o2)C1 (stereo unspecified) | -20.8 | nt | 5.2
COc1cccc(CNC(=O)C2CCN(C(=O)[C@@H](Cc3ccccc3)NC(=O)Nc3c(Cl)cccc3C(F)(F)F)CC2)c1 | 7.0 | -5.8 | -3.7
O=C(CSCc1ccccc1Cl)NCc1ccccc1 | -1.4 | -9.5 | -7.5
Cc1ccc(NC(=O)N2CCC(C(NC(=O)c3ccccc3C)C(=O)N3CCCC3)CC2)cc1 (stereo unspecified) | 17.1 | -6.9 | -9.4
CC1=C(C(=O)N(CC2CCN(C3Cc4ccccc4C3)CC2)CC2CCCO2)OCCO1 (stereo unspecified) | 1.9 | -8.8 | -7.7

# Next part
smiles | NPYLR7 ag | mcGAS inh | hcGAS lum
Cc1cccc(-c2cn(C(Cn3ccnc3)C(C)(C)C)nn2)n1 (stereo unspecified) | 8.7 | nt | -11.5
CN(C)c1nc2c(c(=O)[nH]1)CCN(C(=O)C1[C@@H]3[C@H]4CC[C@H](C4)[C@H]13)CC2 (stereo partly specified) | 3.1 | nt | -5.3
CCCCNc1nc2c(-c3ccc(F)cc3)nnn2c2ccccc12 | 0.4 | -6.1 | -2.1
CC1=NC2=C(C(=O)CCC2)C(c2ccc(O)cc2)C1C#N (stereo unspecified) | 16.9 | -4.3 | -1.7
O=C1C[C@H]2CC[C@@H](CN1)N2Cc1ccc(OCc2ccccn2)cc1 | -4.5 | 1.1 | -0.3
Cc1nc(-c2cccc(C(F)(F)F)c2)nc(N2CCN(C(=O)c3cccc(Br)c3)CC2)c1Cc1ccccc1 | -4.2 | -6.4 | -7.3
Cc1c(C(=O)NCc2ccccc2C(F)(F)F)sc(=O)n1Cc1ccccc1 | -7.9 | nt | -0.2
Cc1cc(C)n(NC(=O)c2cc(-c3ccc(F)cc3)nc3ccccc23)c(=O)c1C#N | -2.4 | -17.1 | -7.8
CC(NC(=O)c1cc2n(n1)CCCN(C)C2)c1cn2ccsc2n1 (stereo unspecified) | 1.7 | nt | 0.5
COCCN(Cc1cc(Cl)ccc1OS(C)(=O)=O)C(=O)CC(C)C | -4.3 | -5.0 | -3.4
Cc1cc(NCCCN(C)C)n2ncc(-c3ccccc3)c2n1 | -3.2 | -8.6 | -5.5
COc1ccc(-c2nnc3ccc(SCC(=O)Nc4ccc(C)cc4)nn23)cc1 | 16.2 | -6.1 | -4.8
CN(CCc1ccccn1)Cc1nnc(CC2CCNCC2)n1C | 13.0 | -17.4 | -3.3
Cc1cc2c(cc1C)NC(CC(=O)NC1CCCCC1)C(=O)N2 (stereo unspecified) | -9.3 | -6.9 | -4.2
CC(=O)Nc1ccc(F)c(NC(=O)c2ccc(S(=O)(=O)C(C)C)cc2)c1 | 12.7 | nt | -14.5

# Rewritten field by field: entries from further up
COC(=O)N1CCC(NC(=O)c2cc3cccc(Cl)c3o2)C1 (stereo unspecified)
  NPYLR7 ag = -20.8 | mcGAS inh = nt | hcGAS lum = 5.2
O=C(CSCc1ccccc1Cl)NCc1ccccc1
  NPYLR7 ag = -1.4 | mcGAS inh = -9.5 | hcGAS lum = -7.5
COC(=O)Cn1c(=O)c2c(nc3n2CCCN3c2ccc(C)c(Cl)c2)n(C)c1=O
  NPYLR7 ag = 0.7 | mcGAS inh = nt | hcGAS lum = -8.5

# Other structures.
smiles | NPYLR7 ag | mcGAS inh | hcGAS lum
Cc1ccc(N(C)C(=O)CCCOc2ccccc2Cl)cc1 | 6.1 | nt | -10.9
COc1c[nH]c(CN2CCCCC2CCN2CCOCC2)cc1=O (stereo unspecified) | -2.0 | -15.1 | -6.1
Cc1cc(C)cc(NC(=O)Cn2nc(C)c3cnn(-c4ccc(F)cc4)c3c2=O)c1 | 5.8 | nt | -4.4
O=C(NCc1ccco1)C1COC2(CCCCC2)N1C(=O)c1cccc(Cl)c1 (stereo unspecified) | -4.6 | -7.6 | -9.1
Cc1cc(C(=O)N2CCC2(C)C(=O)NC(C)C)nn1C (stereo unspecified) | 1.5 | nt | 1.2
O=C(O)c1csc(S(=O)(=O)N2CCCc3cccc(OC(F)F)c32)c1 | 8.1 | nt | -6.6
COC(=O)c1c([N+](=O)[O-])cnn1C | 1.8 | nt | 1.5
Cc1c(C)n2c3c(=O)n(CCCc4ccccc4)c(=O)n(C)c3nc2n1CC1CCCO1 (stereo unspecified) | 1.0 | nt | -9.2
CCOc1cc(CN2CCCC(N(C)CCc3ccccn3)C2)ccc1OC (stereo unspecified) | nt | -6.9 | -2.2
COc1cccc(CSc2nnc(CNC(=O)c3ccc([N+](=O)[O-])cc3)n2-c2cc(Cl)ccc2C)c1 | 8.3 | 1.3 | 16.3
Cc1nc2c(c(=O)n1C)CN(C(=O)c1ccccc1C1CCNC1)C2 (stereo unspecified) | 5.4 | nt | -5.1
COc1ccc(C(=O)N(Cc2c(-c3ccc(F)cc3)noc2N2CCN(C)CC2)CC2CCCO2)cc1 (stereo unspecified) | 9.5 | -7.7 | -6.1
CCOc1cc(-c2nn(CN3CCOCC3)c(=S)o2)cc(OCC)c1OCC | 2.9 | nt | 3.7
Cc1nnc2c(C(=O)NC3CCCCC3)cccn12 | 5.4 | 0.9 | 4.3
O=C1NCCN(Cc2ccoc2)C1CC(=O)N1CCN(c2cccc(C(F)(F)F)c2)CC1 (stereo unspecified) | 15.8 | -7.7 | -6.8

# Carrying on:
smiles | NPYLR7 ag | mcGAS inh | hcGAS lum
Cc1cc(N2CC(C)OC(C)C2)nc2ccccc12 (stereo unspecified) | 0.8 | -5.8 | -11.1
CN1N=C(C(=O)N(CCN2CCCCC2)CC2CCCN(C3CCCC3)C2)CCC1=O (stereo unspecified) | 3.3&0.1 | -4.3 | -8.2&-4.5
COCC(=O)N(Cc1ccccc1OS(=O)(=O)c1ccc(F)cc1)C(C)C | -3.5 | -0.3 | 2.1
N#Cc1c[nH]c(C(=O)NC2CCN(c3cccc(Cl)c3)C2)c1 (stereo unspecified) | 5.6 | nt | -3.7
O=C(C1CCN(C(=O)[C@@H]2CCCN2C(=O)C2CCN(c3nccc(C(F)(F)F)n3)CC2)CC1)N1CCCCC1 | 21.0 | -7.7 | -3.0
O=C(CN1C[C@H]2C[C@H](O)[C@@H](O)C[C@H]2C1)NCCc1ccc(F)cc1 | -0.2 | nt | 0.1
c1ccc2oc(-c3n[nH]c(C4CC4)n3)cc2c1 | 1.8 | -9.9 | -1.2
CCOC(=O)c1cc(-c2cccc(OC)c2)n(-c2ccc(C(=O)NCC3CCCO3)cc2)n1 (stereo unspecified) | 5.3 | -5.8 | -4.4
CCOC(CC)c1n[nH]c(=O)n1C(C)C (stereo unspecified) | nt | -4.4 | -9.0
c1ccc(-c2cc(Sc3nc4ccccc4s3)nc3ccccc23)cc1 | -0.1 | nt | -7.1
CCN1CCN(C(=O)c2ccc(CSc3nnc(-c4ccc(C)cc4)n3-c3ccccc3OC)cc2)CC1 | 13.5 | -5.4 | -14.4
CC1CCN(c2ccc(NC(=O)/C=C/c3ccccc3)cc2C(=O)NCc2ccc(F)cc2)CC1 | -4.8 | 1.5 | 4.7
O=C1CC(N2CCSCC2)C(=O)N1c1ccc(F)cc1 (stereo unspecified) | -0.9 | 1.8 | -0.9
CCCc1nnc(-c2cc3ccccc3n2CC(=O)NCc2ccc(F)cc2)o1 | -3.4 | -6.2 | -0.4
O=C(CC1=CCCCC1)NC1CCCN(CCCc2ccccc2)C1 (stereo unspecified) | 0.0 | -10.1 | -7.6

# Continuation.
smiles | NPYLR7 ag | mcGAS inh | hcGAS lum
CS(=O)(=O)c1cc(C(=O)OC2CCCCC2)ccc1Cl | 2.2 | nt | 3.5
COc1ccccc1Oc1cc(C(F)(F)F)nc(SCc2ccc(F)c(F)c2)n1 | 3.2 | 2.3 | 3.5
O=C1NCCN(C(=O)c2ccc(Cn3cnnn3)cc2)C1c1cccc(F)c1 (stereo unspecified) | -1.4 | -13.9 | -2.6
COc1ccc(-c2nc3sc(CCNS(=O)(=O)c4ccc(OC)c(C)c4)c(C)n3n2)cc1 | 0.1 | -6.7 | -4.8
CN1CC2(CCCN(Cc3ccc(S(C)(=O)=O)cc3)C2)OC1=O (stereo unspecified) | 4.8 | nt | -7.3
O=C(CCc1ccccc1F)Nc1ccc(C(=O)Nc2cccnc2)cc1 | -3.3 | nt | -11.2
CC1(c2ccccc2F)NC(=O)N(Cc2noc(-c3ccsc3)n2)C1=O (stereo unspecified) | -2.2 | nt | 5.5
O=C(CSc1ccc2nnc(-c3ccncc3)n2n1)Nc1cccc(C(F)(F)F)c1 | -3.9 | -7.2 | -9.3
Cc1nnc2n1Nc1nc3ccccc3nc1S2 | 4.1 | nt | 5.5
CCn1c(C2CC(=O)N(c3cccc4ccccc34)C2)nc2ccccc21 (stereo unspecified) | -2.6 | -7.5 | -4.2
CN(CCCN1C(=O)c2c(F)ccc(F)c2C1=O)c1ccccc1 | -7.9 | -1.9 | -10.9
OCC1(CCc2ccccc2)CCCN(c2cnc3ccccc3n2)C1 (stereo unspecified) | -0.4 | -16.0 | -1.8
COCCCNC(=O)Cc1csc(NC(=O)CN(C(=O)c2ccc(Cl)cc2)C(C)C)n1 | 12.9 | -4.4 | -2.8
O=C(C1CCCC1)N(CC(=O)N1CCc2sccc2C1COc1cccc(F)c1)Cc1ccco1 (stereo unspecified) | nt | -5.0 | -3.3
COCCCN(CC(=O)N(Cc1ccccc1)Cc1cccn1Cc1cccc(OC)c1)C(=O)c1ccc(OC)cc1 | -3.7 | 1.6 | 6.3

# (cont.)
smiles | NPYLR7 ag | mcGAS inh | hcGAS lum
COc1cc2ncnc(-n3nc(-c4ccccn4)nc3N)c2cc1OC | 0.1 | -8.7 | -5.0
COCCn1c(=NC(=O)c2ccnn2C)sc2c(OC)ccc(OC)c21 | nt | -6.7 | -2.4
COCCCNc1cccc2c1C(=O)c1c(NCCCOC)cccc1C2=O | 5.0 | -10.9 | -8.9
O=C1CC(c2ccncc2Cl)c2ccc(N3CCNC3=O)cc2N1 (stereo unspecified) | -1.7 | -10.4 | -2.5
Cc1ccc(N[P+](c2ccncc2)(N2CCCC2)C(C)(C)C)cc1C (stereo unspecified) | 7.5&5.8 | nt | -2.8&-8.0
Cc1ccc(-n2cnnc2)cc1NC(=O)CN(C)C | 3.0 | -15.6 | -5.1
Cc1csc(SC(C)C(=O)Nc2c(C)cccc2C(C)C)n1 (stereo unspecified) | -6.0 | nt | -4.6
N#CC1C(=O)NC(N2CCCCC2)=NC12CCCCC2 (stereo unspecified) | 6.8 | nt | -2.3
COc1ccc(CCC(=O)N2CCCC2CN2CC(C)OC(C)C2)cc1F (stereo unspecified) | 1.2 | nt | -6.6
O=C(Nc1ccc(F)c(Cl)c1)c1cc(=O)c(OCc2ccc(F)cc2)c[nH]1 | 4.6 | nt | -2.3
CN1CC(=O)N2CCN(Cc3ccc(Oc4ncccn4)cc3)CC2C1=O (stereo unspecified) | -5.0 | nt | -2.3
CC(=O)c1ccc(NCc2ncc(C(C)(C)C)o2)cc1 | -1.9 | -14.4 | -5.0
CC(C)C1CN(C(=O)c2cccc(-c3cn[nH]c3)c2)CCC(=O)N1CC1CC1 (stereo unspecified) | 1.4 | -13.0 | -8.2
N=c1c2c(-c3ccccc3)c(-c3ccccc3)n(Cc3ccco3)c2ncn1CCN1CCOCC1 | -8.7 | nt | -2.9
C=CCc1cc(CN2CCN(C(=O)OC(C)(C)C)CC2)c(O)c(OC)c1 | 0.8 | nt | -4.5

# Molecules listed so far containing bromine (two):
smiles | NPYLR7 ag | mcGAS inh | hcGAS lum
CCc1c(C)nc(-n2nc(C)cc2C)n(CC(=O)Nc2ccc(Br)cc2)c1=O | 1.5 | -9.0 | -5.1
Cc1nc(-c2cccc(C(F)(F)F)c2)nc(N2CCN(C(=O)c3cccc(Br)c3)CC2)c1Cc1ccccc1 | -4.2 | -6.4 | -7.3

# (cont.)
smiles | NPYLR7 ag | mcGAS inh | hcGAS lum
CCC(CC)NC(=O)C1CN(Cc2nnnn2C2CC2)c2ccccc2O1 (stereo unspecified) | 15.2 | -17.5 | -6.8
COc1ccc(C2CC(c3cc(Cl)cc(Cl)c3O)=NN2)c(OC)c1 (stereo unspecified) | 5.0 | nt | 1.7
CC1CC1C(=O)Nc1ncc(Cc2ccc(C#N)cc2)s1 (stereo unspecified) | 7.4 | -6.5 | -8.5
CC(C(=O)N1CC[C@H](O)C1)c1ccsc1 (stereo partly specified) | 18.2 | nt | -10.6
O=C(NCCSC1Sc2ccccc2NC1=O)c1ccc(Br)cc1 (stereo unspecified) | -5.9 | 1.0 | 0.1

# Outcome played no part in choosing rows. About 0.27% of those tested had a hit in this group.
